# PLCb3 inh – human PLC-beta3 inhibitors, primary screen, biochemical, fluorescence; inhibition, % at 12.2 µM; actives 0.18% (n = 370,000); Purified PLC-beta3, fluorogenic substrate; 1-phosphatidylinositol 4,5-bisphosphate phosphodiesterase beta-3 (Homo sapiens), Q01970; in the data active = inhibition above about 11%;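 also: 0% = median of compound wells on plate and 100% = full blocker control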
# PLCg1 inh – PLC-gamma1 enzyme inhibitors, primary screen, biochemical, fluorescence, purified enzyme. 1-phosphatidylinositol 4,5-bisphosphate phosphodiesterase gamma-1 (Homo sapiens), P19174. fluorogenic substrate. inhibition, % at 12.2 µM. actives 0.84% (n = 370,000). AID 720700, 2013; in the data active = inhibition above about 9.5%
# SMARCA2 act – SMARCA2 (BRM) function activators, primary screen, cell-based, luminescence, high throughput; MG213 cells, MMTV-luciferase reporter, dexamethasone, overnight; activation, % at 9.1 µM; actives 1% (n = 370,000); AID 652017, 2013; in the data active = activation above about 7.8%;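 also: 0% = vehicle wells and 100% = reference activator wells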
# hcDAF-12 act – H. contortus DAF-12 nuclear receptor activators, primary screen, cell-based, luminescence, HEK293, lit1-tk-luc reporter | activation, % at 6.8 µM | AID 652067, 2013 | HEK293 hcDAF-12 lit1-tk-luc reporter; 0% DMSO, 100% Δ7-dafachronic acid | actives 1.4% (n = 370,000);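 active = activation above the mean of all tested compounds plus 3 SD, cut at about 5.5% in these data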;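 also: 100% = response to 3 µM Δ7-dafachronic acid high control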
# MBD2 DNA inh – inhibitors of MBD2 binding to methylated DNA, primary screen, biochemical, TR-FRET, DNA-binding domain, human; Methyl-CpG-binding domain protein 2 (Homo sapiens), Q9UBB5; actives 0.31% (n = 370,000); MBD2 binding to methylated oligonucleotide; inhibition, % at 4.4 µM; AID 686964, 2013; in the data active = inhibition above about 13%
# Target sequence (Q9UBB5 whole entry, looked up, the tested form may be a part): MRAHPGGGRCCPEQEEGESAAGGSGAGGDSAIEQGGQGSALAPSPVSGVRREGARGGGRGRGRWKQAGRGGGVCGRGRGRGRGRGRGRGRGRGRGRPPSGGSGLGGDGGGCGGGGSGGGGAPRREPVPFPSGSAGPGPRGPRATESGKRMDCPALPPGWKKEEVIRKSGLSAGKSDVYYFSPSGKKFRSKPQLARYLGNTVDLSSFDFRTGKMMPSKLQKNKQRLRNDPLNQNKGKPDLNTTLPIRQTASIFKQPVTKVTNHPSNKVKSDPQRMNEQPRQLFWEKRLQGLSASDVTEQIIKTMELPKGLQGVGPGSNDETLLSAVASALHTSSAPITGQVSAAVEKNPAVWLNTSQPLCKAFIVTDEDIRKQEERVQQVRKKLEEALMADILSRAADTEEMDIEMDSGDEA
# DAX1 inh-1 – DAX1 (NR0B1) inhibitors, primary screen, cell-based, HEK293, Gal4-DAX1, luciferase luminescence; AID 504766, 2011; Nuclear receptor subfamily 0 group B member 1 (Homo sapiens), P51843; inhibition, % at 6.75 µM; actives 0.99% (n = 340,000); HEK293 Gal4-DAX1 luciferase reporter;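 active = inhibition above the mean over all tested compounds plus 3 SD, cut at about 4.2% in these data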;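 also: 0% = DAX1-transfected cells with DMSO and 100% = empty-vector control cells with DMSO; inhibition shows as a rise in luminescence from relieved DAX1 repression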
# hgDAF-12 ag – H. glycines DAF-12 receptor agonists, primary screen, cell-based, luminescence, HEK293, GAL4 fusion, UAS-luciferase; Nuclear hormone receptor DAF-12 (Heterodera glycines), GAL4 fusion; HEK293 GAL4-hgDAF12 UAS-luciferase reporter, agonist luminescence; normalized to butyrate control; activation, % at 6.8 µM; actives 1.8% (n = 370,000);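 active = activation above a cutoff set at the mean of all screened compounds plus 3 SD, cut at about 10% in these data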;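 also: 0% = DMSO wells and 100% = sodium butyrate wells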
# DAX1 inh-2 – DAX1 (NR0B1) inhibitors on StAR promoter, primary screen, cell-based, luminescence, SF-1 (NR5A1), full-length DAX-1. HEK293T StAR-luciferase reporter, SF-1/DAX-1 repression relief. actives 1.1% (n = 370,000). AID 652010, 2013. inhibition, % at 6.8 µM;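 active = inhibition above the mean over all tested compounds plus 3 SD, cut at about 3.6% in these data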;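 also: 0% = DAX-1 cells with DMSO and 100% = cells lacking DAX-1 with DMSO; higher inhibition means more luminescence from relief of DAX-1 repression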
# NR1D1 modulator – modulators of Rev-erb alpha DNA binding, primary screen, biochemical, FITC-DNA, fluorescence polarization, uHTS. activity, % at 10 µM. Rev-erbα–FITC-DNA binding, 90 min. Nuclear receptor subfamily 1 group D member 1 (Homo sapiens), P20393. actives 0.79% (n = 370,000). AID 1259318, 2017;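 active = activity above about 14%, limit read from the data; passing the limit was not always enough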;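 also: 0% = DMSO wells with 35 nM protein and 100% = DMSO wells with 750 nM protein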
# ssDAF12 agonist – S. stercoralis DAF-12 nuclear receptor activators, primary screen, cell-based, luminescence, HEK293, GRIP1 co-expression, lit1-tk-luc; Nuclear hormone receptor DAF-12 (Strongyloides stercoralis); HEK293 ssDAF-12/GRIP1 lit1-tk-luc reporter; % of 3 µM dafachronic acid response; activation, % at 6.8 µM; actives 1% (n = 370,000); AID 652126, 2013;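 active = activation above the mean over all tested compounds plus 3 SD, cut at about 0.9% in these data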;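 also: 0% = DMSO-only wells and 100% = 3 µM delta7-dafachronic acid wells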
# ADAM17 inh – ADAM17 inhibitors, primary screen, biochemical, QFRET; recombinant ADAM17, EDANS/DABCYL FRET peptide cleavage; Disintegrin and metalloproteinase domain-containing protein 17 (Homo sapiens), P78536; inhibition, % at 6.95 µM; actives 0.83% (n = 370,000);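 active = inhibition above the mean of compounds lying between control limits plus 3 SD, set per campaign, cut at about 8.5% in these data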;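 also: 0% = DMSO-only wells as the low control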
# Target sequence (P78536 215-824 limits assumed): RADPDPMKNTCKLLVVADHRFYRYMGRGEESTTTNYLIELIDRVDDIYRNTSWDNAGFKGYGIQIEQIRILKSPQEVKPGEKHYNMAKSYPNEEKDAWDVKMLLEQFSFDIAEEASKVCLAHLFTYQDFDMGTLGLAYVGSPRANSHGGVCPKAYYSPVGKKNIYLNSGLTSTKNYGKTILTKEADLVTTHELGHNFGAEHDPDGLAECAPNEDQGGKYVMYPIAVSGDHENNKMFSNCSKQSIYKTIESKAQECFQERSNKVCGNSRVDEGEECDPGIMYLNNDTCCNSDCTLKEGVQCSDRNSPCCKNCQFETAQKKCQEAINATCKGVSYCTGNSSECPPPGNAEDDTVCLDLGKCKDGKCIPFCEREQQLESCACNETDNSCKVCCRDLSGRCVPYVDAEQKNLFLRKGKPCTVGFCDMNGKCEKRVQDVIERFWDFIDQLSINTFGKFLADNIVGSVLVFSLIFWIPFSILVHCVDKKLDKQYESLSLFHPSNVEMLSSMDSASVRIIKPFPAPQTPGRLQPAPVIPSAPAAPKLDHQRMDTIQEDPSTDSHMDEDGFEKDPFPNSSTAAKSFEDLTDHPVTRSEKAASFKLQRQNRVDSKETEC
# The depositor's hits bear a star; · = no result given.
# Value order: ADAM17 inh	hcDAF-12 act	MBD2 DNA inh	DAX1 inh-2	PLCg1 inh	SMARCA2 act	PLCb3 inh	hgDAF-12 ag	DAX1 inh-1	NR1D1 modulator	ssDAF12 agonist
1: CCOC(=O)C1=C(COC(=O)CNC(=O)c2ccc(C(C)(C)C)cc2)NC(=O)NC1C (centres undefined)
  -5	-0.1	-5	-0.4	1	-2	-9	2.2	0.3	3	-0.4
2: Nc1c(-c2ccccn2)cnn1-c1nc(-c2ccc(F)cc2)cs1
  -1	0.3	-1	0.6	0	0	-6	0.7	0.7	2	-1.2
3: COc1ccc(OC)c(S(=O)(=O)N2CCC(C(=O)N3CCc4ccccc4C3)CC2)c1
  -6	-1.3	2	-0.4	0	-1	-5	-2.3	-1.4	6	-1.5
4: Cc1ccccc1C(=O)NNC1CC(=O)N(c2ccc3c(c2)OCCO3)C1=O (centres undefined)
  -1	0.8	-2	-0.3	-2	-1	-1	-1.0	1.1	-3	-1.1
5: CC(C)(C)c1ccc(C(=O)Nc2cccc(C(=O)N3CCOCC3)c2)cc1
  3	-0.7	1	-0.3	3	6	-4	4.6	-1.3	-2	-0.6
6: Nc1ccc2oc3ccccc3c2c1
  -10	6.1*	-3	0.6	-16	2	-22	9.7	0.9	-7	-0.2
7: Cc1ccccc1Cc1c(C)nc2c(C(=O)N3CCN(Cc4ccc5c(c4)OCO5)CC3)cnn2c1C
  -9	0.4	2	-0.2	-22	3	-30	-0.2	2.2	-1	-0.1
8: CC1CCCCC12NC(=O)N(CC(=O)c1ccc[nH]1)C2=O (centres undefined)
  -2	2.0	8	0.3	-17	2	-17	-3.5	0.2	-2	-0.9
9: CC(C)[C@H](NC(=O)[C@@H](N)Cc1ccccc1)C(=O)N1CCC2CCN(Cc3ccccc3)CC21 (some centres undefined)
  -4	0.9	2	-1.2	-3	0	-1	-2.1	·	6	-1.4
10: COc1ccc(CNC(=O)O[C@H]2CC[C@@]34CCCN3C(=O)CCC[C@H]4[C@H]2C)cc1OC
  -5	-0.5	3	·	0	·	2	-1.0	·	4	-2.0
11: COC(=O)c1ccc(CNC(=O)CN2C(=O)NC(Cc3ccccc3)(c3ccccc3)C2=O)cc1 (centres undefined)
  1	-2.7	-5	-1.1	2	3	3	-3.8	1.3	0	-1.0
12: O=C(/C=C/c1ccccc1)NC(=S)N1CCSCC1
  -2	0.0	2	-0.9	4	-3	4	-0.4	-1.1	-4	-1.8
13: Cc1cccc(-c2nnc3n2N=C(c2ccccc2Br)CS3)c1
  -2	-3.4	7	-1.7	6	-3	-6	-4.9	-1.3	2	-1.9
14: CCOC(=O)c1[nH]c2ccc(OC)cc2c1NC(=S)N1CCN(c2ccccc2)CC1
  -6	-1.0	2	0.6	-23	-2	-22	3.5	-0.9	9	-1.0
15: O=c1[nH]c(Cc2ccc(F)cc2)nc2scc(-c3ccc(F)cc3)c12
  -1	-3.4	-2	-1.0	2	-4	1	-2.2	-1.8	35*	-2.2
16: CCCC(=O)Nc1nc2ccc(S(=O)(=O)N3CCCCC3)cc2s1
  -3	-2.8	-5	-3.1	2	-3	-2	-1.6	-2.3	2	-1.6
17: CC(=O)N1CCOc2cc(S(=O)(=O)NC(C)c3ccccc3)c(Cl)cc21 (centres undefined)
  -1	-1.4	-8	0.0	5	-1	-5	-3.7	-0.3	1	-0.5
18: CC(=O)NC(Cc1ccc(F)c(F)c1)C(=O)NC1CCN(C(=O)c2ccc(Cl)cc2)CC1 (centres undefined)
  -5	0.2	-1	0.1	-2	-1	-3	-0.3	1.9	-3	-1.1
19: O=C(Cn1cnc2c(oc3ccccc32)c1=O)NCc1ccco1
  2	1.7	-6	0.8	4	0	5	3.9	0.3	5	-0.4
20: CC1CCN(C(=O)CSC2=NS(=O)(=O)c3cc(F)ccc3N2)CC1
  1	-0.1	0	0.2	1	-2	-2	0.2	0.2	-2	-1.3

# Record cards, as listed above:
# `CCCC(=O)Nc1nc2ccc(S(=O)(=O)N3CCCCC3)cc2s1` is listed with ADAM17 inh = -3; hcDAF-12 act = -2.8; MBD2 DNA inh = -5; DAX1 inh-2 = -3.1; PLCg1 inh = 2; SMARCA2 act = -3; PLCb3 inh = -2; hgDAF-12 ag = -1.6; DAX1 inh-1 = -2.3; NR1D1 modulator = 2; ssDAF12 agonist = -1.6
# `Cc1cccc(-c2nnc3n2N=C(c2ccccc2Br)CS3)c1` is listed with ADAM17 inh = -2; hcDAF-12 act = -3.4; MBD2 DNA inh = 7; DAX1 inh-2 = -1.7; PLCg1 inh = 6; SMARCA2 act = -3; PLCb3 inh = -6; hgDAF-12 ag = -4.9; DAX1 inh-1 = -1.3; NR1D1 modulator = 2; ssDAF12 agonist = -1.9
# `CC(C)(C)c1ccc(C(=O)Nc2cccc(C(=O)N3CCOCC3)c2)cc1` is listed with ADAM17 inh = 3; hcDAF-12 act = -0.7; MBD2 DNA inh = 1; DAX1 inh-2 = -0.3; PLCg1 inh = 3; SMARCA2 act = 6; PLCb3 inh = -4; hgDAF-12 ag = 4.6; DAX1 inh-1 = -1.3; NR1D1 modulator = -2; ssDAF12 agonist = -0.6

# Other records follow.
# Value order: ADAM17 inh	hcDAF-12 act	MBD2 DNA inh	DAX1 inh-2	PLCg1 inh	SMARCA2 act	PLCb3 inh	hgDAF-12 ag	DAX1 inh-1	NR1D1 modulator	ssDAF12 agonist
21: O=C(COc1ccccc1Cl)Nc1cc(Cl)ccc1O
  0	5.7*	2	0.6	-1	5	1	5.6	4.9*	-1	1.6*
22: CCOC(=O)Cn1c(=NC(=O)c2cc(-c3cccs3)nc3ccccc23)sc2cc(S(N)(=O)=O)ccc21
  -23	-1.1	-5	-0.4	-282	-1	-291	1.7	-1.3	2	-0.9
23: Cc1ccc2cc(C3CC(c4ccco4)=NN3C(=O)CCCC(=O)O)c(Cl)nc2c1 (centres undefined)
  -1	-1.7	3	0.1	3	-1	-5	0.9	0.8	-7	-1.7
24: CC(OC(=O)c1cccc(-n2cnnn2)c1)C(=O)N(C)c1ccccc1 (centres undefined)
  -5	-0.1	2	0.3	5	1	-1	0.2	-0.1	0	-0.8
25: COc1ccc(OC)c(NC(=S)NC(=O)c2ccc(Br)o2)c1
  -1	-0.3	-1	0.8	0	0	-6	1.5	2.4	-1	-0.7
26: CN(Cc1cccc(F)c1)C(=O)CSc1nnc(C2CC2)n1C1CC1
  -1	4.5	4	-1.0	4	1	-4	1.6	0.3	0	-0.8
27: O=C(N/N=C/c1cccnc1)c1sc2ccccc2c1Cl
  0	-0.9	0	0.5	-8	-1	-16	1.3	0.5	-4	-0.9
28: COCc1c(C(=O)Nc2ccc(C)c(S(=O)(=O)N3CCOCC3)c2)oc2ccccc12
  4	1.8	-3	-0.8	-8	1	-15	-0.6	-0.8	3	-1.4
29: CCOC(=O)c1ccc(S(=O)(=O)Nc2ccccc2-c2nnn(CC)n2)cc1
  -2	-3.1	0	-0.7	0	-4	-4	-3.7	-2.2	2	-1.5
30: CC(=O)Nc1nnc(Cc2ccccc2)s1
  -2	0.4	0	0.0	9	13*	4	4.4	0.8	-5	-0.8
31: N=C1C(c2nc3ccccc3s2)=C(O)CN1CCCO
  -4	-0.9	-3	0.0	-3	1	-3	0.8	1.2	2	-0.9
32: CC(C)n1nnnc1SCC(=O)N1CCN(C(=O)c2ccco2)CC1
  2	-1.9	-4	-1.4	7	-3	0	-0.7	0.0	-1	-0.8
33: CCCCN1C(=O)N(c2nnc(C(C)(C)C)s2)C(O)C1c1ccc(C)cc1 (centres undefined)
  4	-0.6	2	0.6	5	10*	-8	-3.8	-1.4	-5	-0.4
34: Cc1nnc(SCCn2c(N3CCN(C)CC3)nc3c2c(=O)n(C)c(=O)n3C)s1
  1	-1.0	-7	-0.2	5	0	3	-1.4	0.3	-3	0.1
35: Cc1cn([C@H]2C[C@H](O)[C@@H](/C=C/C(=O)NCCN3CCCCC3)O2)c(=O)[nH]c1=O
  -5	-0.7	0	-0.2	0	-1	-2	0.8	·	1	-0.7
36: Cc1cc(NC(=O)/C(C#N)=C/c2ccc(-c3cccc(C(F)(F)F)c3)o2)n(-c2ccccc2)n1
  -3	-0.2	2	0.2	-6	-1	-18	-1.4	0.5	-2	-1.1
37: CC(C)NC(=O)Cn1cc(S(=O)(=O)N2CCCC2)c(S(=O)(=O)N2CCCC2)c1
  -3	0.1	-1	-0.1	0	-2	-7	1.8	0.5	2	-0.3
38: C=C(CN(C)C)C(=O)c1ccc(C)cc1C
  -1	-2.1	2	-4.9	0	-11	-4	-3.9	-3.0	4	-1.9
39: O=C1/C(=C/c2ccc(O)c(O)c2)Oc2cc(O)ccc21
  -2	1.0	-11	2.8	-192	5	-245	7.2	0.6	4	-1.1
40: Cc1cc(NC(=O)c2ccc(Cl)cc2)c(C)cc1O
  1	4.8	1	0.5	8	2	2	-0.4	3.4	-8	0.2
41: CN(C(=O)c1cnccn1)c1c(N)n(Cc2ccccc2)c(=O)[nH]c1=O
  -7	0.6	-2	0.1	5	-1	0	0.9	-1.4	-3	-0.7
